CSN deneddyl inh = inhibitors of human CSN-mediated cullin deneddylation; inhibition, % at 12.5 µM; Purified CSN, SCF-Nedd8-OG deneddylation, fluorescence polarization; AID 651999; Q92905; 0.38% of 360,000 active;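 active means pattern-corrected inhibition above about 35%, with an unprinted fluorescence ratio check between 0.5 and 1.5, limit read from the data, passing the limit was not always enough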;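 further: 0% = enzyme with substrate and 100% = substrate without enzyme; some results filed as inactive read as strong as hits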
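assay system = purified human Csn5 enzyme expressed in HEK293T cells | amount = 0.24 nM enzyme | buffer or medium = Tris/NaCl/DTT buffer, pH 7.5 | reagent = 10 nM SCFSkp2-Nedd8OG | compound = one concentration, 12.5 µM, 0.25% DMSO | times = 90 min reaction at room temperature | signal = FP | read-out basis = % inhibition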
LMPTP inh = blocks human LMPTP phosphatase. P24666. recombinant LMPTP-A, OMFP fluorogenic substrate, fluorescence intensity. inhibition, % at 20 µM. 0.22% of 360,000 active;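 active means compounds that cut the enzyme signal by at least half of the control window in the single-dose screen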;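 further: plate controls were DMSO wells with enzyme plus substrate for no effect and substrate without enzyme for full effect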
Target sequence (P24666 whole entry, looked up): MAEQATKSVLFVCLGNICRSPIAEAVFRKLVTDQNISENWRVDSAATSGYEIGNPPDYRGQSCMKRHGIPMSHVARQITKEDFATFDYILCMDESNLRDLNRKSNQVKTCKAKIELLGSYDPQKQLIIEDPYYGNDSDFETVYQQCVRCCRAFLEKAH
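Assay system: LMPTP-A enzyme. Input: 0.625 nM LMPTP-A final. Probe or stimulus: 400 µM OMFP. Compound dosing: single 20 µM dose. Schedule: 50 min dark incubation at room temperature. Detection: fluorescence intensity of OMFP turnover product. Read-out: percent inhibition versus substrate-only and uninhibited controls. Benchmarks: no-enzyme low control, uninhibited high control.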
DNMT1 inh = inhibitors of human DNMT1; P26358; DNMT1 molecular beacon, Hinp1I cleavage, fluorescence; inhibition (reported as % activation of signal), % at 10 µM; 0.83% of 360,000 active; in the data active means inhibition above about 50%
NadD block = blocks S. aureus nicotinate mononucleotide adenylyltransferase; 0.78% of 360,000 active; inhibition, % at 20 µM; purified NadD enzyme, colorimetric absorbance read-out; AID 602399; in the data active means inhibition above about 26%; further: some compounds past the cut are filed as inactive
Rpn11 inh = Rpn11 (human) deubiquitinase inhibition | O00487 | human 26S proteasome, Ub4-pepOG fluorescence polarization; 20S core pre-blocked with epoxomicin | calls only at 20 µM | 0.59% of 360,000 active;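 active means inhibition at 20 µM, scaled to each plate's controls, above about 33%, limit read from the data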
STEP block = blocks human striatal-enriched tyrosine phosphatase | inhibition, % at 20 µM | recombinant STEP, OMFP fluorogenic substrate, fluorescence | AID 588621 | 0.25% of 360,000 active;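 active means inhibition at 20 µM, scaled per plate between control wells, above about 37%, limit read from the data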;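 further: 0% = DMSO with enzyme and substrate and 100% = substrate only without enzyme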
Target sequence (P54829 whole entry, looked up): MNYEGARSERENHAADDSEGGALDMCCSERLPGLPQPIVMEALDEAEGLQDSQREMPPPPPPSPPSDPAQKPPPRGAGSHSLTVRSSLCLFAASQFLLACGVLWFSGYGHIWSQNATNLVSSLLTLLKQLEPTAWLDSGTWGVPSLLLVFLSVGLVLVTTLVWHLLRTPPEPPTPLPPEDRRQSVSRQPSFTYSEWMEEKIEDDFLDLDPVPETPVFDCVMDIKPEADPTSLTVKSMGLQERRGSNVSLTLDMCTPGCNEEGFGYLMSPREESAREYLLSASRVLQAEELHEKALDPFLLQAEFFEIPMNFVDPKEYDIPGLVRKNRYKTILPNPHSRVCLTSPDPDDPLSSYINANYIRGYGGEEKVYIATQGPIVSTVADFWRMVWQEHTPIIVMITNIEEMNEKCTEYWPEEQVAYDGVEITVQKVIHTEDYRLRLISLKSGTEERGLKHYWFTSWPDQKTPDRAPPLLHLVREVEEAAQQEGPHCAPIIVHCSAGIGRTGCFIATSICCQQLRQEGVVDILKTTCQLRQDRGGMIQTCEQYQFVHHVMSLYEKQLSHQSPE
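Material: STEP (striatal-enriched tyrosine phosphatase) enzyme, cell-free; Compound dosing: 20 µM single dose in 1% DMSO; Technique: fluorescence read at 480 nm ex / 540 nm em; Times: reaction 20 min, ambient temperature; Medium: 50 mM Bis-Tris pH 6.0 with 2.5 mM DTT and 0.005% Tween 20; Also added: OMFP at 25 µM.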
TbMetRS inhib = blocks T. brucei methionyl-tRNA synthetase activity | purified T. brucei MetRS, ATP depletion, Kinase-Glo luminescence | inhibition, % at 11.9 µM | 0.4% of 360,000 active;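 active means inhibition above a per-plate cutoff of the control wells' mean inhibition plus 3 SD, cut at about 5.5% in these data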;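 further: 0% = DMSO wells median and 100% = median of wells with control inhibitor compound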
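Dosing: 11.9 µM compound single dose, 0.9% DMSO; Assay system: purified T. brucei MetRS enzyme; Measured by: Kinase-Glo luciferase luminescence reporting remaining unconsumed ATP; Schedule: 15 min plus 2 h at 25 °C.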
MsrA inhibitor = bovine MsrA inhibition; purified bovine MsrA, absorbance read-out; 0.75% of 360,000 active; inhibition, % at 15.5 µM; in the data active means inhibition above about 4.5%;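 further: 0% = vehicle wells with enzyme and 100% = reference inhibitor wells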
SUMO1 PPI mod = alters human SUMO1 binding to SIM partners; P63165; SUMO1 binding to a labelled peptide, TR-FRET, 1 h; inhibition, % at 20 µM; 0.33% of 360,000 active; AID 602429; in the data active means inhibition above about 37%
Target sequence (P63165 whole entry, looked up): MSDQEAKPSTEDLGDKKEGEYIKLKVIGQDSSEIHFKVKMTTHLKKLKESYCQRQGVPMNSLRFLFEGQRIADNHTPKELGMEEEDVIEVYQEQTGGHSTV
Scp1 inh = Scp-1 (human) phosphatase inhibition. Q9GZU7. Recombinant Scp1, phosphopeptide, malachite green phosphate absorbance. 0.88% of 340,000 active. AID 493091. inhibition, % at 20 µM;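 active means inhibition above about 50% at 20 µM, limit read from the data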;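 further: plate controls were DMSO wells with enzyme for no effect and wells lacking enzyme for full effect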
Target sequence (Q9GZU7 76-261 limits assumed): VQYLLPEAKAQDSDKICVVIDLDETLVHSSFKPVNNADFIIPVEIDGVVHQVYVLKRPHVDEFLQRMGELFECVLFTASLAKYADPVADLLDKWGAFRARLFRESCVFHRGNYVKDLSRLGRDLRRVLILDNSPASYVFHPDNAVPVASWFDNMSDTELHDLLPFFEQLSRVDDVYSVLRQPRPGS
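Assay system: SCP-1 catalytic fragment, aa 76-261 | Buffer or medium: Tris acetate buffer pH 5.5 with MgCl2 and Tween-20 | Compound: One concentration, 20 µM, with 1.0% DMSO | Also added: Phospho 17-mer peptide substrate | Signal: Absorbance at 630 nm | Incubation: 45 min enzyme reaction at room temperature | Measure: % inhibition of SCP-1 phosphate liberation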
* = called active by the depositor; i = inactive; . = no result given; + = active, no number. This is a random part of the collection. Share with any hit: about 3.9%.

SMILES	CSN deneddyl inh	LMPTP inh	DNMT1 inh	NadD block	Rpn11 inh	STEP block	TbMetRS inhib	MsrA inhibitor	SUMO1 PPI mod	Scp1 inh
Cc1ccc(/C=C2\CCC3=C2OC(N)=C(C#N)C3c2ccc(C)cc2)cc1 (centres undefined)	65	2.3	9	46*	.	-26	-0.3	.	-10	-2
CC(C)[C@H](Nc1ncnc2c1oc1ccccc12)C(=O)O	2	0.1	12	-2	i	-1	-0.1	-0.8	4	-2
CN(C)c1ccc(S(=O)(=O)N(C)C)cc1[N+](=O)[O-]	-5	0.5	-2	-3	i	4	-0.2	1.9	-17	-3
COc1ccc(CNC(=O)CN2C(=O)c3ccc([N+](=O)[O-])cc3C2=O)cc1	0	-0.9	3	-5	i	1	0.2	1.3	-41	-7
Cc1ccsc1/C=C1\CCc2ccccc2C1=O	3	4.0	-1	-5	i	5	-2.2	1.0	-20	-11
COc1ccccc1C(=O)NCC(=O)NCc1cc(=O)n(C)c(=O)n1C	-2	-0.6	2	62*	i	-1	-0.6	-0.5	2	3
Cc1nn(C)c(Oc2cccc(Cl)c2)c1C=O	-2	-1.4	4	-5	i	1	-1.0	-0.1	-2	-2
CC(=O)Nc1ccc(-c2ccnc3c2CC(C(=O)NCC2CCOCC2)O3)cc1 (centres undefined)	0	-3.4	1	-4	i	0	0.8	1.3	0	.
CCOC(=O)c1c(CC(C)C)csc1NC(=O)COC(=O)c1cnc(C)cn1	1	0.0	9	-2	i	1	-0.4	-0.2	-2	.
COC(=O)C1(C)CC1(c1ccccc1)c1ccccc1 (centres undefined)	4	2.3	4	2	i	-1	-1.7	0.3	6	-4
Cc1ccc(S(=O)(=O)N2CCCCC2CCNC(=O)C(=O)NCc2ccncc2)cc1 (centres undefined)	4	0.0	1	2	i	-2	0.1	0.6	-5	0
Cc1ccc(N=Nc2c(O)[nH]c(=O)[nH]c2=O)cc1S(=O)(=O)Nc1ccc(Br)cc1	21	1.3	-1	18	+	-1	-0.2	1.8	-20	-4
CN(Cc1ccccc1)C(=O)Cn1c(=O)oc2cc(S(=O)(=O)NCc3ccccc3)ccc21	6	-1.5	-4	-1	i	-2	-0.1	-1.0	-2	-12
O=C(O)c1ccc(N=NNc2cccc([N+](=O)[O-])c2)cc1	-1	-0.4	2	-3	i	3	-0.6	3.4	-19	-4
COc1ccc(Cn2nnnc2C(C(C)C)N2CCN(c3ccccc3OC)CC2)cc1 (centres undefined)	3	1.5	-4	1	i	-1	-0.7	-0.5	2	-5
C#C[C@]1(O)CC[C@H]2[C@@H]3CCc4cc(OC)ccc4[C@H]3CC[C@@]21C	2	0.5	-2	-7	i	-2	-0.3	-0.5	3	-6
Cc1cc(N)c(-n2cc3c(=O)n(C)c(=O)n(C)c3c2)cc1C	-1	0.1	-5	8	i	0	-2.5	3.1	-10	2
Cc1ccccc1S(=O)(=O)Nc1ncnc2sccc12	6	1.1	8	-5	i	3	-0.6	0.1	10	8
Cc1cc(C)c(NC(=O)CS(=O)CC(=O)NC2CCCc3ccccc32)c(C)c1 (centres undefined)	-2	-2.1	3	-3	i	0	0.1	0.7	4	2
CCCN(CC(=O)Nc1ccccc1C)C(=O)c1ccc(S(=O)(=O)N2CCCC2)cc1	4	-0.2	3	-3	i	-1	0.0	1.6	-3	-10
COCc1cc(C)nc(Nc2cc(C)ccc2C)c1C#N	2	-1.4	-2	0	i	2	0.3	1.1	4	-4
CC(=O)Nc1ccc(S(=O)(=O)N(C)CCOCc2ccccc2)cc1	5	0.7	2	-5	i	-1	0.1	-1.2	0	3
CCN1CCN(Cc2nc3ccc([N+](=O)[O-])cc3c(=O)n2-c2ccc(OC)cc2OC)CC1	1	-3.3	-2	-5	i	3	0.2	2.2	-38	-6
CCCCn1c(SCC(N)=O)nc2sc3c(c2c1=O)CCC3	-1	-1.9	11	-2	i	1	-1.4	1.0	2	11
CC1(c2nnc(-c3ccc(F)cc3)o2)CC(c2ccc([N+](=O)[O-])cc2)=NO1 (centres undefined)	2	-1.0	-3	-11	i	0	-0.5	-0.8	-27	-8
O=C(CSCc1ccccc1)N1CCN(Cc2ccc3c(c2)OCO3)CC1	1	-1.0	-5	4	i	1	0.7	1.5	-3	-7
Cc1nc2cc(NS(=O)(=O)c3cccc(F)c3)ccc2s1	8	0.6	-1	-2	i	0	-0.4	-0.6	0	12
O=C(NCCN1CCCC1)c1cccc(Cl)c1	2	-2.7	-1	3	i	-2	-0.6	0.9	2	3
CCOC(=O)c1cnc(N2CCOCC2)[nH]c1=O	1	-0.5	-1	-3	i	-4	0.1	0.3	-1	-2
COc1ccc(NC(=O)CNS(=O)(=O)c2ccc(Cl)cc2)cc1OC	3	-0.6	0	-2	i	-2	-0.7	0.5	4	-9
CC1(C(=O)Nc2ccc3[nH]ncc3c2)CCN1C(=O)CC(c1ccccc1)c1ccccc1 (centres undefined)	5	-1.4	-8	6	i	-2	0.5	-1.2	3	.
O=C1CC(Nc2ccccc2)C(=O)N1Cc1ccccc1 (centres undefined)	8	-0.2	2	14	i	2	0.1	0.4	-1	-4
CC(C)n1c(SCC(=O)NC2CC2)nnc1-c1ccco1	-2	-0.6	-2	2	i	1	-0.3	-1.0	3	-9
Cc1oc(CC(C)C)cc1C(N)=O	-12	1.1	-1	-2	i	-1	-0.5	-1.4	2	-1
Cc1ccccc1C(=O)NCC(C)NC(=O)c1ccccc1C (centres undefined)	0	-1.7	1	-1	i	1	0.4	-0.8	6	-9
COC(=O)c1ccc(CN2C(=O)c3ccccc3C2=O)o1	4	-0.4	0	-4	i	0	0.4	-1.6	-12	-6
O=C(c1cccs1)N1CCN(S(=O)(=O)c2cccc(Cl)c2Cl)CC1	-6	-0.5	0	3	i	0	0.9	-0.2	2	-2
O=C(CSCc1ccccc1Br)N/N=C/c1ccc(OCC(=O)N2CCCCC2)cc1	-1	-1.4	-2	3	i	-5	-0.7	0.3	-2	-1
O=C(COC(=O)CCOc1ccccc1)Nc1cc(S(=O)(=O)N2CCCCC2)ccc1Cl	-4	2.2	-3	0	i	2	-0.6	-0.1	-1	-3
CN1CC(=O)N(CC(=O)Nc2ccc3c(c2)CCC3)C1=O	10	-1.0	-1	-3	i	-1	-0.7	0.8	-1	2
Cc1cc(C)n(C(=O)CNC(=O)c2ccccc2F)n1	-6	-0.5	0	-1	i	0	0.2	-0.8	-4	-2
CC(=O)Nc1sc2c(c1C(c1ccccc1)N1CCOCC1)CCCC2 (centres undefined)	-1	-0.3	2	9	i	2	0.2	1.4	-2	0
Cc1cc(C)c(NC(=O)C2CCN(C(=O)c3ccco3)CC2)c(C)c1	3	-0.9	3	-15	i	2	-0.2	0.9	-2	-3
Cc1ccc(-c2nc(SCC(=O)Nc3cc(C)on3)c3c(=O)n(C)c(=O)n(C)c3n2)cc1	-7	0.3	7	-2	i	1	-0.3	-0.8	-7	-1
CCCC(=O)Nc1ccc(C(=O)N/N=C/c2ccc([N+](=O)[O-])o2)cc1	-6	-1.6	-3	-2	i	-2	0.3	2.0	-23	-5
CCc1c(O)nc(SCC(=O)Nc2ccc(C)cc2)n(C2CCCCC2)c1=O	16	0.4	5	9	+	0	1.1	-0.9	3	-15
CC(C)OCCCNC(=O)Cn1ccc2cc(S(=O)(=O)N3CCCCC3)ccc21	-1	0.0	-3	-3	i	-1	-0.5	0.5	-3	-6
CC(C)(C)NS(=O)(=O)c1ccc(CCC(=O)N2CCCCC2)cc1	-1	-0.7	3	-1	i	-1	-1.7	0.8	0	4

By substructure, the compounds so far containing a cyano group (two)
SMILES	CSN deneddyl inh	LMPTP inh	DNMT1 inh	NadD block	Rpn11 inh	STEP block	TbMetRS inhib	MsrA inhibitor	SUMO1 PPI mod	Scp1 inh
Cc1ccc(/C=C2\CCC3=C2OC(N)=C(C#N)C3c2ccc(C)cc2)cc1 (centres undefined)	65	2.3	9	46*	.	-26	-0.3	.	-10	-2
COCc1cc(C)nc(Nc2cc(C)ccc2C)c1C#N	2	-1.4	-2	0	i	2	0.3	1.1	4	-4

Entries from the list above with a halogen, in the order listed:
SMILES	CSN deneddyl inh	LMPTP inh	DNMT1 inh	NadD block	Rpn11 inh	STEP block	TbMetRS inhib	MsrA inhibitor	SUMO1 PPI mod	Scp1 inh
Cc1nn(C)c(Oc2cccc(Cl)c2)c1C=O	-2	-1.4	4	-5	i	1	-1.0	-0.1	-2	-2
Cc1ccc(N=Nc2c(O)[nH]c(=O)[nH]c2=O)cc1S(=O)(=O)Nc1ccc(Br)cc1	21	1.3	-1	18	+	-1	-0.2	1.8	-20	-4
CC1(c2nnc(-c3ccc(F)cc3)o2)CC(c2ccc([N+](=O)[O-])cc2)=NO1 (centres undefined)	2	-1.0	-3	-11	i	0	-0.5	-0.8	-27	-8
Cc1nc2cc(NS(=O)(=O)c3cccc(F)c3)ccc2s1	8	0.6	-1	-2	i	0	-0.4	-0.6	0	12
O=C(NCCN1CCCC1)c1cccc(Cl)c1	2	-2.7	-1	3	i	-2	-0.6	0.9	2	3
COc1ccc(NC(=O)CNS(=O)(=O)c2ccc(Cl)cc2)cc1OC	3	-0.6	0	-2	i	-2	-0.7	0.5	4	-9
O=C(c1cccs1)N1CCN(S(=O)(=O)c2cccc(Cl)c2Cl)CC1	-6	-0.5	0	3	i	0	0.9	-0.2	2	-2
O=C(CSCc1ccccc1Br)N/N=C/c1ccc(OCC(=O)N2CCCCC2)cc1	-1	-1.4	-2	3	i	-5	-0.7	0.3	-2	-1
O=C(COC(=O)CCOc1ccccc1)Nc1cc(S(=O)(=O)N2CCCCC2)ccc1Cl	-4	2.2	-3	0	i	2	-0.6	-0.1	-1	-3
Cc1cc(C)n(C(=O)CNC(=O)c2ccccc2F)n1	-6	-0.5	0	-1	i	0	0.2	-0.8	-4	-2
